# Screens: PubChem BioAssay, NCI
# All columns: NCI-60 one-dose screen, growth in % after 48 h at 10 µM unless noted; 100 = growth as untreated, 0 = no growth, -100 = all killed.
# BT-549: BT-549 breast cancer | AID 1794793 | 78,000 tested, 4.4% active
# SK-MEL-5: SK-MEL-5 melanoma. 80,000 tested, 6.4% active
# SK-MEL-28: SK-MEL-28 melanoma; 81,000 tested, 4.1% active; AID 1794761
# HS 578T: HS 578T breast cancer; 78,000 tested, 4.1% active; AID 1794788
# LOX IMVI: LOX IMVI melanoma. 79,000 tested, 7.4% active. AID 1794757
# SK-MEL-2: SK-MEL-2 melanoma; 77,000 tested, 4.7% active; AID 1794763
# T-47D: T-47D breast cancer. 79,000 tested, 5% active. AID 1794792
# MDA-MB-435: MDA-MB-435 melanoma. 82,000 tested, 7.8% active
# * hit, by the source's call; nt = no result given. The calls were made as follows: active = growth percent below 10; inactive = the rest. This is a random part of the collection; any-hit rate near 12%.
# Sequence of screens: SK-MEL-28, LOX IMVI, T-47D, BT-549, MDA-MB-435, HS 578T, SK-MEL-2, SK-MEL-5
O=c1cc(CC(O)(C(F)(F)Cl)C(F)(F)Cl)[nH]n1-c1ccccc1
    113.1, 95.1, 102.1, 102.5, 110.0, 97.9, 97.8, 94.3
O=C1C(=O)c2ccccc2C(O)=C1CC1=C(O)c2ccccc2C(=O)C1=O
    102.8, 62.4, 99.5, 78.8, 91.3, 86.2, 90.5, 84.1
C/C=C/c1cc2c(c(=O)o1)C(=O)[C@@H](O)[C@H](C)O2
    nt, 25.2, 20.4, 18.2, 65.6, 93.4, 72.9, 95.2
Clc1nc(N[C@H]2CCCc3ccccc32)c2ccccc2n1
    97.6, nt, 43.5, 83.5, 85.2, nt, 87.2, 47.7
O=C(N=Nc1c(Cl)c(O)c2ccccc2c1O)c1ccncc1
    122.6, 93.7, 96.6, 100.4, 116.8, 110.1, 99.0, 92.0
Cc1ccccc1N1C(c2ccccc2)=NNC12C=CC(=O)C=C2Cl (centres undefined)
    100.9, 98.7, 117.2, 106.3, 112.3, nt, nt, 114.6
CCOc1ccccc1C(O)C1=CC(=O)c2ccccc2C1=O (centres undefined)
    104.0, 104.1, 80.6, 99.5, 110.5, 87.5, 114.5, 103.9
O=C(O)c1ccc(Cn2c(=O)sn(CCCl)c2=O)cc1
    108.0, 84.6, 82.9, 73.3, 96.7, 107.3, 97.3, 98.2
COC(=O)[C@@H]1[C@H](O)[C@H](C)[C@H](O)[C@@](C)(O)/C=C\C=C(C)C(=O)Nc2c(C)c(OC(C)=O)c3c(c2O)C(=O)C(C)=C2OCOC(=C23)C(C)=C[C@@](C)(O)[C@H](O)[C@@H](C)[C@H]1OC(C)=O
    nt, 104.0, 101.6, 105.1, 104.8, 109.9, 116.7, 98.0
C[C@H](CCCC(=O)NCC#CCN1CCN(C)CC1)[C@H]1CC[C@H]2[C@@H]3CC[C@@H]4CC(=O)CC[C@]4(C)[C@H]3CC[C@]12C
    89.3, 86.7, 101.5, 76.8, 95.5, 81.8, 103.3, 90.7
Cc1ccc(CCC2CCCC2C2CC2)cc1C (centres undefined)
    104.8, 100.0, 95.8, 102.4, 116.7, 102.3, 103.2, 99.2
N#CCC(=O)OCCOC(=O)CC#N
    106.6, 94.1, 96.8, 97.1, 101.8, nt, 102.9, 108.0
CC(=O)Nc1nc2[nH]ccc2c(=O)[nH]1
    112.4, 101.1, 98.2, 100.8, 105.2, 107.8, 112.5, 100.5
NS(=O)(=O)c1ccc(Nc2nc(N3CCOCC3)c3ncccc3n2)cc1
    90.6, 100.2, 76.1, 84.2, 102.2, 94.1, 117.2, 92.0
Nc1c(C(=O)Nc2ccccc2)sc2nc3c(cc12)C(=O)CCC3
    58.7, 51.2, 47.1, 65.7, -6.0*, 37.5, 38.7, 25.7
Cc1nn2c(c1Br)NC=C(C(=O)c1ccccc1O)C2C(C)C (centres undefined)
    109.1, 87.7, 77.1, 91.7, 93.4, 85.1, 70.2, 44.6
CCOc1ccccc1N1C(=O)CC(Sc2ccccc2N)C1=O (centres undefined)
    91.3, 96.3, 86.4, 110.6, 108.1, 92.9, 106.8, nt
COc1ccccc1Nc1nc(-c2cc3cccc(C(F)(F)F)c3oc2=O)cs1
    nt, 17.3, 68.9, 41.9, -44.8*, 31.4, 26.8, nt
Clc1ccc2c(c1)N(c1ncnc3ccc(-c4cnc5[nH]ccc5c4)cc13)CC2
    36.0, 13.4, -15.0*, 20.1, -42.1*, 1.1*, 28.3, 32.7
CN(C[C@H]1Cc2c(cccc2N2CCN3CCC[C@@H]3C2)CN1)[C@H]1CCCc2cccnc21
    97.3, 21.4, 87.7, 75.2, 92.6, nt, nt, 79.4
COc1ccc(/C=C2\SC(=O)N(/N=C/c3ccc(OC)cc3)C2=O)cc1
    109.5, 103.1, 108.3, 100.5, 104.2, 110.0, 111.6, 99.4
COc1ccc2[nH]cc(-c3noc(C(=O)c4cn(C)c5ccccc45)n3)c2c1
    107.0, 93.9, 74.1, 85.4, 107.9, 98.8, 97.7, 86.8
Cc1cccc(Nc2nc(-c3c(C)nc4ncccn34)cs2)c1
    65.9, 74.6, 50.8, 82.8, 27.0, 95.4, 68.3, 25.5
N#Cc1c(-c2ccccc2)[nH]c(=S)n(N=O)c1=O
    119.6, 96.0, 100.8, 94.3, 119.7, 118.8, 95.2, 100.7
COc1cc(/C(C)=C(/c2ccc(O)cc2)c2ccc(Cl)cc2)ccc1F
    100.7, 85.3, 71.9, 98.6, 74.5, 89.9, 100.1, 86.7
CCCC(=O)Nc1ccc(OCC)cc1
    107.7, 105.0, 106.1, 111.2, 111.9, 93.8, 113.6, 102.3
CC(=O)Nc1ccc(-c2cn(-c3cccc(C(=O)Nc4cc(CN5CCOCC5)cc(C(F)(F)F)c4)c3)nn2)cn1
    -99.2*, -98.6*, -71.5*, -82.1*, -89.1*, -46.2*, -84.6*, -100.0*
O=c1n(CCn2cnn(-c3ccccc3)c2=O)cnn1-c1ccccc1
    104.8, 95.2, nt, 93.9, 102.2, 90.2, 101.0, 99.4
COc1ccc(/C=C/C(=O)c2nnn(-c3ccc(Br)cc3)c2C)cc1
    102.3, 99.1, 101.7, 109.9, 96.2, 101.8, 110.1, 98.2
CC1=NN(c2cccc(Cl)c2)C(=O)/C1=C\c1cn(Cc2ccccc2)c2ccccc12
    98.4, 87.0, 67.2, 107.1, 106.2, 90.5, 90.2, 90.4
CC(C)(C)CC(C)(C)Nc1c(-c2ccccc2)nc2cnccn12
    103.2, 100.3, 89.8, 89.5, 102.9, 94.7, 98.1, 96.3
CN(C)c1ccc(/C=C/C(=O)c2ccccc2)cc1Br
    94.4, 47.2, 77.8, 86.9, 97.4, 106.6, 111.4, 100.2
COc1cc2c(c(OC)c1OC)C(=O)CC(c1cccc(C(=O)Nc3cccc(Br)c3)c1)O2 (centres undefined)
    91.9, 90.0, nt, 63.0, 69.3, 91.5, 73.8, 72.9
O=C1/C(=C\c2cccn2C/C=C/c2ccccc2)c2ccccc2N1c1c(Cl)cccc1Cl
    97.0, 92.0, 73.2, 93.1, 93.3, 99.0, 86.8, 96.1
O=C(Cc1ccc(/C=C/C(=O)c2ncccn2)cc1)Nc1ccccc1
    106.5, 95.0, 90.7, 105.6, 99.1, 102.4, 102.0, 97.1
CC/C=C\C/C=C\C/C=C\C/C=C\C/C=C\C/C=C\CCC(=O)CO[C@H]1O[C@@H](Oc2cc(O)cc(O)c2C(=O)CCc2ccc(O)cc2)[C@H](O)[C@@H](O)[C@@H]1O
    93.3, 96.5, 99.0, 97.2, 82.6, 88.8, 121.0, 101.1
CCCCCCCCCCOC(=O)c1ccc(Cl)cc1
    112.4, 94.7, 98.3, 91.4, 99.2, 103.9, 105.3, 84.7
COc1ccc2nc3cc(Cl)ccc3c(NCCCNC(C)=O)c2c1
    38.8, 15.9, 38.1, 88.7, 41.3, 60.4, 52.3, 23.5
COc1ccc(C2=CCCCCC2)cc1OC
    107.9, 91.4, 96.4, 106.3, 104.1, 109.7, 109.0, 98.1
O/N=C\c1cc(-c2ccc(F)cc2)on1
    97.4, 103.7, nt, 97.5, 101.8, 101.2, 119.1, 98.4
C=C(C)[C@@H]1CC[C@]2(C)[C@H](CC=C3[C@@H]4CC(C)(C)CC[C@]4(C(N)=O)CC[C@]32C)[C@@]1(C)CCC#N
    45.8, 36.9, 10.4, 17.7, 17.7, 51.0, -0.3*, -2.6*
COc1cc(-c2nc(SCC(C)C)nc(Nc3cccc4ccccc34)c2C#N)cc(OC)c1OC
    110.2, 102.7, 70.3, 109.5, 99.3, 106.4, 106.7, 95.5
COc1ccc(C(=O)/C=C/c2cc(-c3cc4ccccc4o3)n(-c3ccccc3)n2)cc1
    100.3, nt, 92.3, 99.3, 105.5, nt, 125.3, 100.7
O=C(/C=C/C(=O)Oc1ccccc1C(=O)O)Oc1ccccc1C(=O)O
    112.7, nt, 94.8, 117.2, 104.7, 105.3, 107.7, nt
COc1cc(/C=C\c2ccc(-c3ccc(-c4ccc(F)cc4)cc3)cc2)cc(OC)c1OC
    90.0, 95.1, 83.3, 93.1, 64.7, 99.8, 164.0, 98.9
COc1ccc(-c2nc3c(ncc4ccc(=O)[nH]c43)s2)cc1
    87.6, 52.0, 78.7, 86.4, 80.6, 88.0, 105.7, 74.3
CCC(O)C(C)C=O (centres undefined)
    111.1, 98.7, 106.3, 109.0, 105.9, 98.6, 112.4, 99.6
CC(=O)Nc1nonc1-c1nc2ccccc2n1CC#N
    105.8, 100.2, 95.4, 102.0, 103.5, 104.1, 93.7, 103.0
NC1=NN(O)C2=CC(Br)C=CC2=N1 (centres undefined)
    110.3, 97.8, 80.2, 94.2, 102.6, 92.6, 92.2, 102.3
CC[C@]12C=CCN3CC[C@@]4(c5cc(NC(=O)CCC(=O)OCc6cn(Cc7ccc(F)cc7)nn6)c(OC)cc5N(C)[C@H]4[C@@](O)(C(=O)OC)[C@@H]1OC(C)=O)[C@@H]32
    108.9, 99.3, 102.4, 108.4, 100.8, 108.2, 109.5, 112.4
COc1ccc(C(C)=O)c(OC)c1
    109.0, 103.5, 108.3, 105.6, 118.5, 113.1, 94.6, 107.0
CC1CC(c2ccccc2)C(=O)CN1C (centres undefined)
    114.7, 106.4, 105.6, 115.2, 114.8, 111.5, 110.1, 109.8
Brc1ccc(Br)nn1
    -75.9*, -93.7*, nt, -69.7*, -96.3*, -0.4*, -50.2*, 8.6*
NNC(=O)/C(=C\c1ccccc1[N+](=O)[O-])CC(=O)c1ccc(Cl)c(Cl)c1
    98.4, 86.5, 51.4, 90.6, 96.5, 79.4, 103.1, 83.8
Cc1ccc2ncccc2c1
    106.6, 105.4, 102.8, 126.0, 116.6, 110.4, 154.9, 113.0
C[N+](C)(C)CC(=O)N/N=C\c1ccco1
    105.0, 101.2, 97.7, 103.9, 107.0, 99.4, 110.5, 101.1
CN1C(=O)N(C)C2Nn3c(s/c(=C\c4ccc(C(F)(F)F)cc4)c3=O)=NC21 (centres undefined)
    103.1, 95.7, 107.0, 113.5, 91.4, 104.6, 115.5, 99.5
O=C1/C(=C\c2cn(-c3ccccc3)nc2-c2ccc(Cl)cc2)CCc2ccccc21
    100.0, 98.0, 87.6, 112.2, 96.2, 99.1, 107.5, 98.4
Cc1cc(=O)oc2cc(OC(=O)N(C(C)C)C(C)C)ccc12
    99.9, 98.5, 99.9, 108.5, 99.8, 99.5, 101.4, 100.6
CN(C)c1ccc(-c2c(C#N)c(N)n3nc(N)c(C#N)c3c2C#N)cc1
    96.3, 8.5*, 59.5, 69.1, 97.0, 93.2, 88.3, 71.1

# New compounds follow:
# Sequence of screens: SK-MEL-28, LOX IMVI, T-47D, BT-549, MDA-MB-435, HS 578T, SK-MEL-2, SK-MEL-5
OCCN1CCN(c2ncnc3[nH]ccc23)CC1
    106.8, 100.4, 113.9, 96.1, 105.4, 90.2, 112.2, 108.9
COc1ccc(-c2cc(-c3cccs3)n(N=O)c(=O)c2C#N)cc1
    124.0, 96.3, 97.4, 104.4, 125.2, 101.5, 105.3, nt
COc1ccc(C2Nc3nc(OC)n(C)c(=O)c3N=C3c4ccccc4C(=O)C32)cc1 (centres undefined)
    106.0, 87.7, 101.0, 86.3, 78.5, 100.1, 89.7, 95.0
CSc1nc(C)c(C(=O)CCN2CCOCC2)s1
    103.7, 83.7, nt, 111.3, 101.3, 97.0, 116.8, 101.4
CCCC(=O)NNC(=O)CCC
    118.1, 99.7, 113.8, 114.6, 106.6, 98.3, 107.8, 111.6
O=C1C[C@H](N2C(=O)CCC2=O)[C@H]2CO[C@@H]1O2
    107.2, 92.7, 98.3, 117.6, 99.9, 104.3, 94.4, 101.2
CCCCCOC(=O)c1cccc(NC(=O)CNCC(C)C)c1
    105.9, 97.4, 102.5, 105.1, 100.4, 116.4, 125.7, 101.2
Clc1c(-c2ccccc2)[nH]c2c1CCc1cnoc1-2
    115.8, 102.4, 101.3, 105.3, 97.7, 106.6, 99.8, 116.6
Nc1ccccc1/C=N\Nc1ccccc1
    103.4, 30.1, 62.3, 80.3, 50.9, 111.0, 104.3, 79.7
O=C1c2ccccc2C23C(=C(c4cncnc4)c4ccccc42)CCCN13 (centres undefined)
    100.8, 76.1, 93.3, 120.4, 94.6, 95.0, 106.3, 98.7
O=C1CCC(c2ccccc2)CC1
    105.2, 92.9, 102.9, nt, 103.2, 151.0, 95.6, 112.6
O=c1cc[nH]c2c(Cl)c3nnn(OCc4ccc([N+](=O)[O-])cc4)c3cc12
    106.8, 113.7, 84.9, 110.4, 116.3, 139.8, 128.7, 95.4
CCCc1cc(-n2cc(-c3ccc(NS(C)(=O)=O)cc3)cn2)ccn1
    79.0, 65.7, 18.3, 48.1, 62.2, 104.5, 69.8, 21.7
COC(=O)c1c2c(c(C)[n+]([O-])c1C)C(=O)C=C(NCc1cccc(Cl)c1)C2=O
    -1.3*, -57.5*, -37.6*, -82.3*, -92.1*, -23.2*, -32.8*, -97.1*
N#CC(C#N)N=Nc1ccccc1C(=O)O
    111.1, 100.5, 100.3, 107.5, 105.9, 104.1, 114.2, 109.5
NC(N)=N/N=C/c1cc([N+](=O)[O-])ccc1O
    106.3, 98.9, 92.9, 104.2, 107.5, 96.5, 131.8, 101.2

# Complete entries as entered above.
# Results for COc1ccc(C2=CCCCCC2)cc1OC → SK-MEL-28: 107.9; LOX IMVI: 91.4; T-47D: 96.4; BT-549: 106.3; MDA-MB-435: 104.1; HS 578T: 109.7; SK-MEL-2: 109.0; SK-MEL-5: 98.1
# Results for O=c1cc(CC(O)(C(F)(F)Cl)C(F)(F)Cl)[nH]n1-c1ccccc1 → SK-MEL-28: 113.1; LOX IMVI: 95.1; T-47D: 102.1; BT-549: 102.5; MDA-MB-435: 110.0; HS 578T: 97.9; SK-MEL-2: 97.8; SK-MEL-5: 94.3
# Results for CCC(O)C(C)C=O (centres undefined) → SK-MEL-28: 111.1; LOX IMVI: 98.7; T-47D: 106.3; BT-549: 109.0; MDA-MB-435: 105.9; HS 578T: 98.6; SK-MEL-2: 112.4; SK-MEL-5: 99.6
